D1 antagonist: Antagonist of Human D 1 Dopamine Receptor: qHTS; 360,000 compounds, 3.2% hits; activity change, negative = inhibition, % at 10 µM; D(1A) dopamine receptor (Homo sapiens), P21728; HEK293 TREx D1 cells, calcium flux, dopamine EC80; active compounds read low; in the data active = activity change below about -30%; also: % is scaled to controls: 0 for no effect and ±100 for the full control effect
Target sequence (P21728 whole entry, looked up): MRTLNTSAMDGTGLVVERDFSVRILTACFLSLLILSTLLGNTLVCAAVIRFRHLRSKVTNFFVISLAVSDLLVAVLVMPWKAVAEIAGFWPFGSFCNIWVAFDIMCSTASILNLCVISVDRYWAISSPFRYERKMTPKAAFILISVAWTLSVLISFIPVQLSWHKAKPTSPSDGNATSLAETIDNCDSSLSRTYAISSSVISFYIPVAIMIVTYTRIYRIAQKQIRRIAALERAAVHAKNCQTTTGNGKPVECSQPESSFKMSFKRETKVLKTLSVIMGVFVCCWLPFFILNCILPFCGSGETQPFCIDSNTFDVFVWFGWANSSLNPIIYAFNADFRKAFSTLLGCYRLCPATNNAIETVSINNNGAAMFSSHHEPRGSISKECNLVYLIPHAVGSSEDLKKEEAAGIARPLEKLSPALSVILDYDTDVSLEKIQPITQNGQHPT
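HEK293 T-REx cells expressing inducible, force-coupled D1 receptor; no-wash Ca dye, 30–90 min RT. Cmpd → 180 s read at 1 Hz → EC80 DA → 180 s read.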
TRHR agonist: qHTS for Small Molecule Agonists and Allosteric Enhancers of Human TRH Receptor: Primary Screen for Agonists | Thyrotropin-releasing hormone receptor (Homo sapiens), P34981 | TRHR cells, calcium flux fluo-8, FDSS agonist mode | activation, % at 2 µM | 360,000 compounds, 0.18% hits; in the data active = activation above about 30%; also: 0% is about no effect
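Steps: seed TRHR cells overnight; add fluo-8 no-wash Ca dye, RT 30 min–1.5 h; record 10 s baseline; pin-transfer compounds; monitor fluorescence 1 cycle/s for the agonist window. Calcium increases flag candidate agonists.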
TRHR PAM: qHTS for Small Molecule Agonists and Allosteric Enhancers of Human TRH Receptor: Primary Screen for Enhancers. enhancement, % at 2 µM. 360,000 compounds, 0.66% hits. TRHR cells, fluo-8 calcium fluorescence, EC20 TRH enhancement; in the data active = enhancement above about 30%; also: 0% is about no effect
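Enhancer read-out: after compound pinning and an initial kinetic agonist-mode read, an EC20 of TRH (10 nM final) was injected and fluo-8 calcium signal (Ex 480/Em 530) followed at 1 s/cycle for 100 cycles in TRHR-expressing cells.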
D1 PAM: Potentiators of Human D1 Dopamine Receptor: qHTS; D(1A) dopamine receptor (Homo sapiens), P21728; HEK293 TREx D1 cells, calcium flux, dopamine EC20 potentiation; potentiation, % at 10 µM; 360,000 compounds, 0.036% hits; in the data active = potentiation above about 30%; also: 0% is about no effect
D1 agonist: Allosteric Agonists of the Human D1 Dopamine Receptor: qHTS; D(1A) dopamine receptor (Homo sapiens), P21728; HEK293 T-REx D1 cells, calcium flux, agonist mode; activation, % at 2 µM; 360,000 compounds, 1% hits; in the data active = activation above about 30%; also: 0% is about no effect
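Agonism was scored from calcium flux recorded over 180 s (1 read/s) after pintool compound addition, following a 10-cycle baseline. Cells were inducible force-coupled HEK293 TREx D1, plated overnight at 30 C and loaded with no-wash calcium dye.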
Apoferritin bind: qHTS Assay for Identification of Novel General Anesthetics; 350,000 compounds, 0.074% hits; apoferritin/1-aminoanthracene competitive binding, fluorescence; Ferritin light chain (Equus caballus), P02791; Potency, µM (top dose mostly 77.5 µM), for inactives: top-dose activity change, negative = displacement, actives largely listed as inhibitors; AID 485281, 2010; also: potency is read from the fitted curve at half-maximal effect; % is scaled to controls: 0 for no effect and ±100 for the full control effect; nearly all actives have a fitted effect of over 20% in size
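10 uM apoferritin + 50% sat. 1-AMA, PBS; cpd 10 min RT; Ex380/Em535 endpoint; normalized to free probe vs complex; 4-param Hill fit; propofol titration as pos. ctrl.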
RXFP1 ag: qHTS Assay for Agonists of the Relaxin Receptor RXFP1 | Relaxin receptor 1 (Homo sapiens), Q9HBX9 | HEK293T-RXFP1 cAMP TR-FRET, 30 min; response scale: percent of porcine relaxin response, buffer zero | Potency, µM (series often up to 57.5 µM), for the others: at the highest dose activation, usual class: activators | 370,000 compounds, 0.3% hits | AID 2676, 2010; also: potency is read from the fitted curve at half-maximal effect; % is scaled to controls: 0 for no effect and ±100 for the full control effect; nearly all actives have a fitted effect of over 60% in size; many of its hits are not listed in these tables
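HEK293T cells stably expressing RXFP1 were pretreated with the PDE4 inhibitor Ro 20174, exposed to compounds for 30 min at 37C, lysed, and cAMP was read by TR-FRET. Data normalized to buffer (basal) and 29 nM porcine relaxin (100%).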
D2 PAM: HTS Assay for Positive Allosteric Modulators of the Human D2 Dopamine Receptor: Primary Screen for Potentiators. HEK293 T-REx D2, calcium flux, EC20 dopamine potentiation. 340,000 compounds, 0.34% hits. potentiation, % at 10 µM. AID 485347, 2010;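 active = potentiation over 3 SD above the plate norm, cut at about 30% in these data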; also: 0% is about no effect
Target sequence (P14416 whole entry, looked up): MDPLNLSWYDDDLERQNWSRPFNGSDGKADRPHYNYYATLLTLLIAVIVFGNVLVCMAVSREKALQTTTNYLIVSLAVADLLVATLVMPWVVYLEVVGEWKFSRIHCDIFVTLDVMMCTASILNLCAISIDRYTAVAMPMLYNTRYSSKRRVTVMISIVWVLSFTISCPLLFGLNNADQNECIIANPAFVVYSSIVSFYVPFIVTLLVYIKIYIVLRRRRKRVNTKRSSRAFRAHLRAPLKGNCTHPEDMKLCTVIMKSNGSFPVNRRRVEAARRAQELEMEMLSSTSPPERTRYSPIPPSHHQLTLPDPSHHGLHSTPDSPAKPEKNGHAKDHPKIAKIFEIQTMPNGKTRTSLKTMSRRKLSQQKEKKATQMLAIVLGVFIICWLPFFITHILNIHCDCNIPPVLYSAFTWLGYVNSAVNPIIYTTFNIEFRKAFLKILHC
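Calcium flux readout, no-wash dye, 1 read/s. Inducible HEK293 Trex D2 line, overnight 30 C. Compound alone 180 s (agonist flags), then EC20 dopamine, another 180 s to score potentiation.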
RXFP1 antagonist: qHTS Assay for Antagonists of the Relaxin Receptor RXFP1. Relaxin receptor 1 (Homo sapiens), Q9HBX9. HEK293-RXFP1, relaxin-stimulated cAMP HTRF, 30 min; active compounds read low. activity change, negative = inhibition, % at 57.5 µM. 350,000 compounds, 0.59% hits. AID 1259400, 2018;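 active = activity change of -60% or lower, but not beyond a set lower limit; inconclusive = change between -60% and -40%, or beyond the set limit; inactive = change above -40%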; also: % is scaled to controls: 0 for no effect and ±100 for the full control effect
* = called active by the depositor. Unless noted, calls follow the shape of the dose curve; as a rule, active = well fitted curve in the direction sought with a large enough effect; inconclusive = small, poorly fitted or top-dose-only effect, or another doubt; inactive = no such curve, though single readings can be large; an effect the other way counts as inactive or inconclusive. This is a subset (hit frequency here may not be typical).

For COc1ccccc1NS(=O)(=O)c1cccc(N=C2N=C(N)c3ccccc32)c1 the results were D1 antagonist -3, TRHR agonist 0.5, TRHR PAM -4, D1 PAM -9, D1 agonist 3, Apoferritin bind -2%, RXFP1 ag -0.1%, D2 PAM 7 and RXFP1 antagonist 11.
CN(NS(=O)(=O)c1cccs1)c1ncc(C(F)(F)F)cc1Cl was read as D1 antagonist 17, TRHR agonist -1.4, TRHR PAM -3, D1 PAM -1, D1 agonist 2, Apoferritin bind inconclusive, RXFP1 ag 0.4%, D2 PAM -4 and RXFP1 antagonist 1.
CC(C)(C)NC(=O)CCN(/N=C/c1ccccc1F)C1=NS(=O)(=O)c2ccccc21 was read as D1 antagonist -2, TRHR agonist -0.6, TRHR PAM -3, D1 PAM 3, D1 agonist 1, Apoferritin bind -5%, RXFP1 ag 1.9%, D2 PAM 11 and RXFP1 antagonist 8.
`COc1cc(NC(=O)COC(=O)CCCC2=NS(=O)(=O)c3ccccc3N2)cc(OC)c1` gave D1 antagonist -6, TRHR agonist 0.1, TRHR PAM -7, D1 PAM 6, D1 agonist 1, Apoferritin bind -5%, RXFP1 ag 2.3%, D2 PAM -5 and RXFP1 antagonist -39.
C=CCN(C(=O)c1csnn1)C(C(=O)NC1CCCC1)c1ccccc1 (centres undefined) was read as D1 antagonist 19, TRHR agonist 0.2, TRHR PAM 0, D1 agonist 4, Apoferritin bind -3%, RXFP1 ag 2.3%, D2 PAM 5 and RXFP1 antagonist -4.
CC(C)OC(=O)c1cccc(NC(=O)c2ccccc2)c1 was read as D1 antagonist -2, TRHR agonist -0.1, TRHR PAM -1, D1 PAM 3, D1 agonist -1, Apoferritin bind -6%, RXFP1 ag -5.6%, D2 PAM -4 and RXFP1 antagonist -7.
For O=C(CNCc1ccc(Cl)cc1)Nc1cccc(C(=O)O)c1 the results were D1 antagonist 14, TRHR agonist -0.6, TRHR PAM 10, D1 PAM -1, D1 agonist 2, Apoferritin bind 1%, RXFP1 ag -0.3% and RXFP1 antagonist -2.
Screening O=C(Nc1nc2ccccc2s1)c1cnccn1 returned D1 antagonist -3, TRHR agonist 0.2, TRHR PAM -2, D1 PAM 0, D1 agonist 4, Apoferritin bind 5%, RXFP1 ag -1.7%, D2 PAM 4 and RXFP1 antagonist -12.
Screening O=C(NCc1ccccc1)NC1(C(=O)N2CCN(c3ncccn3)CC2)CCCCC1 returned D1 antagonist -3, TRHR agonist -0.3, TRHR PAM 2, D1 PAM 3, D1 agonist 1, Apoferritin bind -6%, RXFP1 ag 1.5%, D2 PAM -7 and RXFP1 antagonist 6.
Screening CCOc1ccc(N2CC(NC(=O)c3ccc4ccccc4c3)CC2=O)cc1 (centres undefined) returned D1 antagonist -12, TRHR agonist 1.7, TRHR PAM -1, D1 PAM 4, D1 agonist 3, RXFP1 ag -3.1%, D2 PAM -4 and RXFP1 antagonist -21.
`c1ccc(COc2ccc(OCCCN3CCCC3)cc2)cc1` gave D1 antagonist -25, TRHR agonist 0.5, TRHR PAM -1, D1 PAM -4, D1 agonist 26, Apoferritin bind -13%, RXFP1 ag -0.1% and D2 PAM 0.
`COc1ccc(C(=O)COC(=O)CCCn2c(=O)oc3ccccc32)cc1` gave D1 antagonist -14, TRHR agonist 1.4, TRHR PAM 1, D1 PAM -4, D1 agonist 1, Apoferritin bind inconclusive, RXFP1 ag -0.7%, D2 PAM -2 and RXFP1 antagonist -12.
`CCOC(=O)c1cccc(NC(=O)Cn2c(CC(=O)NC)nc3ccccc32)c1` gave D1 antagonist 5, TRHR agonist -0.2, TRHR PAM -8, D1 PAM -12, D1 agonist 0, Apoferritin bind inconclusive, RXFP1 ag 2.4%, D2 PAM -2 and RXFP1 antagonist 1.
`COc1ccccc1/C(C)=N/NC(=S)NCc1ccccc1` gave D1 antagonist -20, TRHR agonist 0.3, TRHR PAM -5, D1 PAM -8, D1 agonist 4, Apoferritin bind 0%, RXFP1 ag 0.9%, D2 PAM -5 and RXFP1 antagonist -10.
Screening Cc1ccc(C)c(N2CCN(C(=O)c3cc4c(C)nc5ccccc5c4o3)CC2)c1 returned D1 antagonist 34, TRHR agonist -0.3, TRHR PAM -6, D1 PAM 2, D1 agonist 1, Apoferritin bind -18%, RXFP1 ag 0.4%, D2 PAM 6 and RXFP1 antagonist -5.
COc1ccc(CS(=O)(=O)CC(C)(O)c2ccccc2)cc1 (centres undefined) was read as D1 antagonist 6, TRHR agonist -0.4, TRHR PAM -5, D1 PAM -9, D1 agonist 1, Apoferritin bind -9%, RXFP1 ag 1.1%, D2 PAM -1 and RXFP1 antagonist -4.
`CC(C)CNC(=O)CC(NCC(C)C)C(=O)O` (centres undefined) gave D1 antagonist -9, TRHR agonist 0.8, TRHR PAM -2, D1 PAM -2, D1 agonist 8, Apoferritin bind -5%, RXFP1 ag -1.1% and D2 PAM 13.
`Cc1ccc2oc(C(=O)N(C)Cc3ccc(C)o3)c(C)c2c1` gave D1 antagonist 2, TRHR agonist 0.3, TRHR PAM -3, D1 PAM -6, D1 agonist 1, Apoferritin bind 1%, RXFP1 ag -0.2%, D2 PAM 4 and RXFP1 antagonist -21.
Screening O=C(c1ccccc1)N1CCc2ccccc21 returned D1 antagonist 8, TRHR agonist -0.1, TRHR PAM 3, D1 PAM -2, D1 agonist 3, Apoferritin bind inconclusive, RXFP1 ag 0.8%, D2 PAM 8 and RXFP1 antagonist -4.
For O=C(/C=C/c1cccs1)c1ccc(NC(=O)c2ccccc2F)cc1 the results were D1 antagonist -12, TRHR agonist 0.6, TRHR PAM 2, D1 PAM -14, D1 agonist 8, Apoferritin bind -17%, RXFP1 ag -0.8%, D2 PAM -2 and RXFP1 antagonist -11.
O=c1oc(-c2cccc(Cl)c2)nc2c1cnn2-c1ccccc1 was read as TRHR agonist -0.1, TRHR PAM 3, D1 PAM -2, D1 agonist 0, Apoferritin bind -15%, RXFP1 ag 3.7%, D2 PAM -9 and RXFP1 antagonist -5.
`COC(=O)CN1CCN(C(=O)c2ccco2)CC1` gave D1 antagonist 3, TRHR agonist 0.2, TRHR PAM -1, D1 PAM 3, D1 agonist 2, Apoferritin bind -4%, RXFP1 ag -1.1%, D2 PAM 16 and RXFP1 antagonist -4.
Screening COc1ccc(CN2CCc3c(c(=O)n4ncc(C(=O)N5CCN(c6ccccc6OC)CC5)c4n3C)C2)cc1 returned D1 antagonist -2, TRHR agonist 0.2, TRHR PAM -10, D1 PAM -2, D1 agonist 5, Apoferritin bind -16%, RXFP1 ag 3.6%, D2 PAM 0 and RXFP1 antagonist -27.
Screening O=P(OC1CCCCC1)(OC1CCCCC1)C(Nc1ccccc1)c1cccnc1 (centres undefined) returned D1 antagonist -8, TRHR agonist -0.3, TRHR PAM -5, D1 PAM 1, D1 agonist 5, Apoferritin bind 1%, RXFP1 ag -0.7%, D2 PAM 0 and RXFP1 antagonist 4.
`CC(C)c1ccc(CNc2nnnn2C)cc1` gave D1 antagonist -5, TRHR agonist -0.6, TRHR PAM 0, D1 PAM 1, D1 agonist 6, Apoferritin bind 1%, RXFP1 ag 3.5%, D2 PAM 2 and RXFP1 antagonist 3.
`Cc1nnc(SCc2ccccc2CSc2nnc(C)s2)s1` gave D1 antagonist -28, TRHR agonist -0.6, TRHR PAM -8, D1 PAM 0, D1 agonist 3, Apoferritin bind inconclusive, RXFP1 ag 0.7%, D2 PAM -7 and RXFP1 antagonist -6.
`CN(C(=O)C1CCC(CNS(=O)(=O)c2cccc3cccnc23)CC1)C1CCCCC1` (centres undefined) gave D1 antagonist -2, TRHR agonist -1.4, TRHR PAM -7, D1 PAM -1, D1 agonist 4, Apoferritin bind -22%, RXFP1 ag 2.3%, D2 PAM 13 and RXFP1 antagonist 8.
Screening Cc1cc(C)c(NC(=O)COC(=O)c2cccc3c2C(=O)c2ccccc2C3=O)c(C)c1 returned D1 antagonist 10, TRHR agonist -0.5, TRHR PAM 5, D1 PAM 1, D1 agonist -2, Apoferritin bind -9%, RXFP1 ag 0.4%, D2 PAM 8 and RXFP1 antagonist 4.
`C=CCn1c(C)cc(C(=O)CN2C(=O)c3ccccc3C2=O)c1C` gave D1 antagonist -27, TRHR agonist 0.3, TRHR PAM 0, D1 PAM -2, D1 agonist 8, Apoferritin bind inconclusive, RXFP1 ag 0.7%, D2 PAM -2 and RXFP1 antagonist -15.

For reference, some entries already given:
Screening Cc1cc(C)c(NC(=O)COC(=O)c2cccc3c2C(=O)c2ccccc2C3=O)c(C)c1 returned D1 antagonist 10, TRHR agonist -0.5, TRHR PAM 5, D1 PAM 1, D1 agonist -2, Apoferritin bind -9%, RXFP1 ag 0.4%, D2 PAM 8 and RXFP1 antagonist 4.
`C=CCn1c(C)cc(C(=O)CN2C(=O)c3ccccc3C2=O)c1C` gave D1 antagonist -27, TRHR agonist 0.3, TRHR PAM 0, D1 PAM -2, D1 agonist 8, Apoferritin bind inconclusive, RXFP1 ag 0.7%, D2 PAM -2 and RXFP1 antagonist -15.

Compound activity as filed in PubChem.
